Compound activity deposited in PubChem by The Scripps Research Institute Molecular Screening Center.
ASAP1 GAP inh: ASAP1 ArfGAP inhibition. ASAP1-stimulated ARF1 GTP hydrolysis, GDP FP detection. inhibition, % at 16.5 µM. 360,000 tested, 0.19% active. AID 624377; in the data active means inhibition above about 25%;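 further: 0% = vehicle with enzyme and substrate and 100% = no enzyme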
SIAE primary: blocks human sialic acid acetylesterase; 370,000 tested, 0.69% active; inhibition, % at 9.66 µM; AID 1053197; Q9HAT2; SIAE FP-Rh probe binding, fluorescence polarization;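 active means inhibition above a cutoff: mean of compounds within the control limits plus 3 SD of those, cut at about 17% in these data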;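 further: 0% = plate median of compound wells and 100% = probe without SIAE protein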
PLCb3 inh: blocks human PLC-beta3 enzyme activity. AID 720704. 370,000 tested, 0.18% active. inhibition, % at 12.2 µM. Purified PLC-beta3, fluorogenic substrate, fluorescence. Q01970; in the data active means inhibition above about 11%;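 further: 0% = median of compound wells on plate and 100% = full blocker control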
PLCg1 inh: PLC-gamma1 (human) inhibition, primary screen; 370,000 tested, 0.84% active; P19174; inhibition, % at 12.2 µM; purified PLC-gamma1, fluorogenic substrate, fluorescence; in the data active means inhibition above about 9.5%
ARFGAP1 inh: inhibitors of rat ARFGAP1; 360,000 tested, 0.26% active; Arfgap1-stimulated ARF1 GTP hydrolysis, GDP FP detection; inhibition, % at 16.5 µM; Q62848;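 active means inhibition above a per-plate limit, mean inhibition of low control wells plus 3 SD, cut at about 25% in these data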;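 further: 0% = DMSO wells with enzyme and 100% = wells lacking Arfgap1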
Target sequence (Q62848 1-136 limits assumed): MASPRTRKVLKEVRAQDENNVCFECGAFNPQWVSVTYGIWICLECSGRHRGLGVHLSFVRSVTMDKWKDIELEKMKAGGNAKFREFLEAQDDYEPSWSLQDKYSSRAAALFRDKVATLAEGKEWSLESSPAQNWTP
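Material: rat Arfgap1 catalytic domain, aa 1-136; also added: human ARF1(Δ1-17)-GTP substrate; compound dosing: one concentration, 16.5 µM, DMSO 1.26%; incubation: GTP hydrolysis reaction 2 h at 25 °C; measured by: Tracer-displacement fluorescence polarization with EDTA stop, 620/688 nm; evaluation: % inhibition from polarization; repeats: one replicate per compound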
TDP2 inh: TDP2 (human) inhibition, absorbance primary screen. recombinant TDP2, T5PNP hydrolysis, p-nitrophenol absorbance 415 nm. inhibition, % at 12.8 µM. AID 720702. 370,000 tested, 0.34% active. O95551;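 active means inhibition above the mean of all tested compounds plus 3 SD, set per campaign, cut at about 25% in these data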;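 further: 0% = DMSO with enzyme and 100% = buffer with substrate but no TDP2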
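Read-out basis: percent inhibition. System: recombinant human TDP2. Buffer or medium: Mg2+-containing Tris-HCl buffer, pH 7.5. Repeats: single replicate. Timing: reaction 2 h, 37 °C. Benchmarks: high control without enzyme, low control DMSO plus TDP2. Probe or stimulus: 5 mM T5PNP. Doses: 12.8 µM only. Measured by: epi absorbance of p-nitrophenol freed from T5PNP by hydrolysis.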
ADAM17 inh: inhibitors of human ADAM17; P78536; recombinant ADAM17, EDANS/DABCYL FRET peptide cleavage; inhibition, % at 6.95 µM; 370,000 tested, 0.83% active; AID 720648;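 active means inhibition above the mean of compounds lying between control limits plus 3 SD, set per campaign, cut at about 8.5% in these data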;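 further: 0% = DMSO-only wells as the low control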
DDE Tn6 FP inh: inhibitors of Tn6 peptide binding to human fibrin DD(E) | P02675 | Fibrin DD(E) TRITC-Tn6 fluorescence polarization displacement | inhibition, % at 8.3 µM | 370,000 tested, 0.21% active | AID 720509;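 active means inhibition above a per-campaign cutoff: mean of compounds within control limits plus 3 SD, cut at about 15% in these data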;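 further: 0% = median of all compound wells on the plate and 100% = blocking peptide control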
ADAM10 inh: inhibitors of human ADAM10 | O14672 | recombinant ADAM10, EDANS/DABCYL FRET peptide cleavage, 3 h | inhibition, % at 7 µM | 370,000 tested, 0.62% active;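 active means inhibition above a per-campaign cutoff equal to the mean of compounds falling between control-based bounds plus 3 SD, cut at about 20% in these data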;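 further: 0% = DMSO wells while the 100% control is not disclosed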
Target sequence (O14672 214-748 limits assumed): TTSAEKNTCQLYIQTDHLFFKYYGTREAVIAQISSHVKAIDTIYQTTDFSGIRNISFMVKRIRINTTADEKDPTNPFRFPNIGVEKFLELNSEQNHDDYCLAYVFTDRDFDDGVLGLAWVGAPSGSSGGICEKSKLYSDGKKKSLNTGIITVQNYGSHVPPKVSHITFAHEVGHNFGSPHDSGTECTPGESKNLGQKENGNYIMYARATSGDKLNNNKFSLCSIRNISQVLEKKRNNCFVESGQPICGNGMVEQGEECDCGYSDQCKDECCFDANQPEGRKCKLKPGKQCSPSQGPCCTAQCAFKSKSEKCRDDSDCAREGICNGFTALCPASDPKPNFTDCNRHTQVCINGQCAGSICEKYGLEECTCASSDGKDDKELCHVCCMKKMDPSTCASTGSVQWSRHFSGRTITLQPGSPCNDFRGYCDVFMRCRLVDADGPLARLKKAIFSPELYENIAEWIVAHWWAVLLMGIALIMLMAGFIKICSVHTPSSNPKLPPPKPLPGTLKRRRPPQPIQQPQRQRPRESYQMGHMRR
DDE Tn7 FP inh: inhibitors of Tn7 peptide binding to human fibrin DD(E); P02675; FP displacement of FITC-Tn7 peptide from fibrin DD(E); 0% = median of compound wells per plate; AID 720508; inhibition, % at 8.3 µM; 370,000 tested, 0.13% active;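 active means inhibition above the mean of compounds falling within the control limits plus 3 SD of them, cut at about 14% in these data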;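 further: 0% = plate median of compound wells and 100% = 10 µM Aha-Tn7 peptide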
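system = human fibrin DD(E) protein | quantity = DD(E) 2 µM final | medium = Tris/NaCl/CaCl2 buffer, pH 7.8 | also added = labelled Tn7 tracer, 0.1 µM | compound dosing = single point at 8.3 µM | timing = compound with protein 10 min, then 3 h after probe, room temperature | signal = FP measurement | benchmarks = Aha-Tn7 high control | repeats = one replicate per compound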
* marks the source's active call; other numbers are inactive results; nt = not tested or not shown.

No.	ASAP1 GAP inh	SIAE primary	PLCb3 inh	PLCg1 inh	ARFGAP1 inh	TDP2 inh	ADAM17 inh	DDE Tn6 FP inh	ADAM10 inh	DDE Tn7 FP inh	Structure
1	-2	2	3	4	-6	-4	0	-4	5	-8	O=C(NCCc1ccccc1)C(=O)NC1CCCCC1
2	-11	0	-2	2	-9	-6	-6	0	-2	0	CC(=O)NC(NC(=S)Nc1ccccc1Br)C(Cl)(Cl)Cl (stereo not drawn)
3	10	8	-8	0	-16	1	-3	0	-13	-6	COc1cccc(C2CC(=O)Nc3cc(OC)c(OC)cc32)c1 (stereo not drawn)
4	6	0	2	9.7*	3	-16	0	0	1	-6	Cc1cccc2cc(CN(CC3CCCO3)C(=O)NC3CCCCC3)c(=O)[nH]c12 (stereo not drawn)
5	0	4	-2	-5	-1	0	-4	2	-6	4	c1ccc(-n2ncc3c2ncn2cnnc32)cc1
6	3	-2	-4	-4	-1	10	1	-2	4	-3	CCN(CC(=O)NCc1cccs1)C(=O)c1ccc(C)o1
7	-13	nt	-5	-5	-5	6	-5	-1	-13	-3	CCCCN(C=O)c1c(CC)nc2ccc(C(=O)N3CCN(C(C)=O)CC3)cn12
8	-12	-1	3	1	5	1	-1	-8	-8	-5	C=CCOC(=O)C1=C(C)Nc2nnnn2C1c1cc(OC)ccc1OC (stereo not drawn)
9	-1	-2	-5	0	-5	-12	2	12	3	5	CC1Cc2ccccc2N1S(=O)(=O)c1cccc(C(=O)N2CC(=O)Nc3ccccc32)c1 (stereo not drawn)
10	3	-7	-10	-5	0	-9	-3	-6	-9	0	N#C/C(=C\c1c(F)cccc1Cl)S(=O)(=O)c1ccccn1
11	-17	1	-7	-1	-11	1	1	6	-4	5	CC(C)CN(C(=O)CSc1nncn1C)C1CCS(=O)(=O)C1 (stereo not drawn)
12	-1	1	1	1	8	-1	3	8	-1	-3	CCN(CC)S(=O)(=O)c1ccc(C)c(NC(=O)COc2ccc(Cl)cc2Br)c1
13	-6	18*	-4	-3	1	10	-2	-8	-13	-2	COc1ccc(NC(=O)Nc2cccs2)cc1OC
14	1	-8	-8	1	5	-4	-2	3	10	7	COc1ccc(-c2noc(N3CCCC(C(=O)Nc4ccc(C(C)=O)cc4)C3)n2)cc1 (stereo not drawn)
15	12	-138	-18	-9	6	-5	7	-2	12	2	O=C(/C=C/c1ccccc1)Nc1cccc(C(=O)NCCCc2ccccc2)c1
16	-7	0	-9	-1	-11	0	-3	2	-5	9	CC(NCc1ccccc1)c1ccccc1O (stereo not drawn)
17	11	8	1	4	4	9	-2	-4	-1	-5	CC1CN(Cc2nnc(-c3ccccc3)o2)CC(C)O1 (stereo not drawn)
18	-8	0	-7	2	-1	0	-6	8	-1	4	COc1ccc(N2CC(O)(c3ccc(F)cc3)[N+]3=C2CCCC3)cc1 (stereo not drawn)
19	8	3	-5	-5	4	6	-15	-5	-45	-3	CCOC(=O)COc1cccc(C2NC(=O)c3ccccc3O2)c1 (stereo not drawn)
20	-15	2	-2	0	-8	-14	-1	4	1	0	Cc1ccc(CNC(=O)CCc2ccccc2)cc1
21	-16	11	-2	0	10	-9	4	4	10	7	COc1ccccc1N1CCN(/N=C/C(Cl)=C/c2ccccc2)CC1
22	11	-139	-59	-38	5	-11	9.7*	10	13	-3	O=C(Nc1nc(-c2ccccc2)cs1)c1ccc(S(=O)(=O)N2CCc3ccccc32)cc1
23	-4	6	-9	-8	-9	-3	1	4	-9	6	COc1cccc(C2CC(c3ccccc3Cl)n3ncnc3N2)c1 (stereo not drawn)
24	-5	7	1	4	2	3	0	2	1	2	Cc1ccc(S(=O)(=O)CCC(=O)OCC(=O)N2CCN(S(=O)(=O)c3ccccc3)CC2)cc1
25	-9	-3	-7	-3	-2	-17	-5	-4	-6	-1	CSc1nc2nc(-c3ccc(F)cc3)c(CCN3CCN(C)CC3)cn2n1

Results in PLCg1 inh and DDE Tn7 FP inh (two entries from above):
no.	smiles	PLCg1 inh	DDE Tn7 FP inh
10	N#C/C(=C\c1c(F)cccc1Cl)S(=O)(=O)c1ccccn1	-5	0
11	CC(C)CN(C(=O)CSc1nncn1C)C1CCS(=O)(=O)C1 (stereo not drawn)	-1	5

Other records
No.	ASAP1 GAP inh	SIAE primary	PLCb3 inh	PLCg1 inh	ARFGAP1 inh	TDP2 inh	ADAM17 inh	DDE Tn6 FP inh	ADAM10 inh	DDE Tn7 FP inh	Structure
26	-9	-4	-4	0	-5	24	2	-4	2	-3	COc1ccc(S(=O)(=O)N(CC(=O)NCc2cccnc2)c2ccc(C)cc2)cc1OC
27	2	-2	5	2	-3	-10	-2	-1	-7	0	Cc1ccc2c(c1)C1(C(=O)N2C)N2CC3(C)CN1CC(C)(C2)C3=O (stereo not drawn)
28	10	4	5	3	14	7	-6	2	5	6	COc1ccc(NC(=O)CCC(=O)c2cccs2)cc1Cl
29	-12	-2	5	-2	14	6	1	7	-4	-8	Cn1c(=O)oc2cc(S(=O)(=O)N3CCC(C(=O)NCc4ccc(F)cc4)CC3)ccc21
30	-2	4	0	4	4	-4	3	9	9	-8	O=C1CSC(c2ccccc2Br)N1c1ccc(Cl)cn1 (stereo not drawn)
31	1	0	3	3	8	-10	2	3	2	-6	Nc1ncnc(Nc2cc(Cl)cc(Cl)c2)c1[N+](=O)[O-]
32	8	-83	1	-1	4	8	-2	2	-4	1	CCc1cc(Cn2nc(-c3ccccc3)cc2C(=O)NCc2cccc(C(F)(F)F)c2)on1
33	-1	5	2	4	0	-16	0	1	-7	1	CCc1nc(SCC(=O)Nc2ccc(F)cc2)c2c(=O)n(C)c(=O)n(C)c2n1
34	5	-4	-7	-1	9	8	-6	-5	2	1	N#CCCN1CCN(C(=O)c2c(N)no[n+]2[O-])CC1
35	5	-6	-10	0	-5	5	4	-7	19	10	CCc1cccc(NS(=O)(=O)c2ccc(-n3cccn3)cc2)c1
36	-1	10	-3	3	-1	13	2	2	5	1	COc1ccc(CCNCC(=O)Nc2ccc(C)c(Br)c2)cc1OC
37	-8	2	0	2	-9	8	0	-2	-4	-4	CC(=O)N(Cc1cccs1)Cc1cc2ccc(C)c(C)c2nc1Cl
38	7	-2	-3	-1	-4	14	0	3	1	0	COc1ccc(S(=O)(=O)N2CCC(C(=O)NCc3ccncc3)CC2)cc1OC
39	-4	7	0	2	9	8	-2	3	-2	5	COc1ccc(S(=O)(=O)N/N=C/c2ccc(OCCN3CCOCC3)c(OC)c2)cc1
40	-11	-2	-12	0	-9	-8	-5	2	3	7	Cc1cccc(CSCCNC(=O)CN(c2cc(C)cc(C)c2)S(C)(=O)=O)c1

A few values from the entries so far.
TDP2 inh with no. 34 : 8
DDE Tn7 FP inh with no. 29 : -8
ADAM10 inh with no. 31 : 2
ARFGAP1 inh with no. 26 : -5
DDE Tn6 FP inh with no. 32 : 2

Fetched by compound from the entries so far:
No.	ASAP1 GAP inh	SIAE primary	PLCb3 inh	PLCg1 inh	ARFGAP1 inh	TDP2 inh	ADAM17 inh	DDE Tn6 FP inh	ADAM10 inh	DDE Tn7 FP inh	Structure
30	-2	4	0	4	4	-4	3	9	9	-8	O=C1CSC(c2ccccc2Br)N1c1ccc(Cl)cn1 (stereo not drawn)
37	-8	2	0	2	-9	8	0	-2	-4	-4	CC(=O)N(Cc1cccs1)Cc1cc2ccc(C)c(C)c2nc1Cl
28	10	4	5	3	14	7	-6	2	5	6	COc1ccc(NC(=O)CCC(=O)c2cccs2)cc1Cl
34	5	-4	-7	-1	9	8	-6	-5	2	1	N#CCCN1CCN(C(=O)c2c(N)no[n+]2[O-])CC1
40	-11	-2	-12	0	-9	-8	-5	2	3	7	Cc1cccc(CSCCNC(=O)CN(c2cc(C)cc(C)c2)S(C)(=O)=O)c1
